Source: PubChem BioAssay
Insulin prom inh: TRM-6 insulin promoter activity inhibition; AID 1273; TRM-6 cells (human fetal islet line), insulin promoter-eGFP reporter, imaging; reporter expression induced with tamoxifen; actives 0.9% (n = 130,000); inhibition, % at 2 µM;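 active = inhibition above the mean plus 3 SD, with well images judged a real hit on visual review, cut at about 60% in these data, passing the limit was not always enough; inconclusive = inhibition over the cutoff but images rejected on review; inactive = inhibition not above the cutoff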
SDO1 yeast rescue: sdo1-depleted yeast growth rescue; AID 817; S. cerevisiae sdo1-depleted JHY4D growth rescue, OD600 30 h; stronger effect = higher value; pdr5 snq2 efflux-pump mutant strain; actives 0.21% (n = 140,000); z-score at 10 µM;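 active = z-score above 3 at both the 24 hr and the 30 hr optical density reads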;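 also: z-score against mean and SD of all compound wells on the same plate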
SDO1 yeast rescue Rescue 24 h: second read-out of SDO1 yeast rescue, no call of its own (marks repeat the call); z-score; S. cerevisiae sdo1-depleted JHY4D growth rescue, OD600; measured here: growth rescue at 24 h;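 0 is the plate mean of compound wells and units are plate SD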
Starred values were filed as active, the others as inactive; u = inconclusive; x = not tested or not shown; & = joins results of further samples.

The opening seven entries, to show the layout:
No.	Insulin prom inh	SDO1 yeast rescue	SDO1 yeast rescue Rescue 24 h	structure
1	18	-0.93	-1	CCOc1ccc2nc(NS(C)(=O)=O)sc2c1
2	5	-0.21&0.9	-0.43&0.31	COn1c(=O)c(=O)n(OC)c2ccccc21
3	-20	0.06	0.35	CCCCN(C(=S)Nc1ccccc1)C1CCS(=O)(=O)C1 (stereo not drawn)
4	40	x	x	CCc1ccc(CNC(=O)CCc2nnc(CCc3ccc(OC)cc3)o2)nc1
5	-23	x	x	O=C(CN1CCCCC1CO)c1ccc(OC(F)F)cc1 (stereo not drawn)
6	-10	0.55	-0.25	O=C(CCc1ccc(S(=O)(=O)N2CCOCC2)cc1)Nc1ccc(N2CCOCC2)cc1
7	x	-0.94	-0.5	O=c1c2ccccc2n(Cc2cccc(F)c2)c(=O)n1C1CCCC1

All compounds of this part, from the start:
No.	Insulin prom inh	SDO1 yeast rescue	SDO1 yeast rescue Rescue 24 h	structure
1	18	-0.93	-1	CCOc1ccc2nc(NS(C)(=O)=O)sc2c1
2	5	-0.21&0.9	-0.43&0.31	COn1c(=O)c(=O)n(OC)c2ccccc21
3	-20	0.06	0.35	CCCCN(C(=S)Nc1ccccc1)C1CCS(=O)(=O)C1 (stereo not drawn)
4	40	x	x	CCc1ccc(CNC(=O)CCc2nnc(CCc3ccc(OC)cc3)o2)nc1
5	-23	x	x	O=C(CN1CCCCC1CO)c1ccc(OC(F)F)cc1 (stereo not drawn)
6	-10	0.55	-0.25	O=C(CCc1ccc(S(=O)(=O)N2CCOCC2)cc1)Nc1ccc(N2CCOCC2)cc1
7	x	-0.94	-0.5	O=c1c2ccccc2n(Cc2cccc(F)c2)c(=O)n1C1CCCC1
8	-288	-2	-1.2	CC(C)(C)C1CCC2(CC1)NC(=S)N(c1ccccc1)N2 (stereo not drawn)
9	-57	0.55	-0.26	O=C(CCCC(=O)N(CC(=O)NC1CCCC1)Cc1ccc(F)cc1)Nc1ccccn1
10	u	-0.76	-0.69	N#C/C(=C/c1ccc(N2CCOCC2)c([N+](=O)[O-])c1)C(N)=O
11	-36	0.29	2.9	Cc1cc(C)cc(OCC(=O)OC/C(O)=C(\C#N)c2nc3ccccc3[nH]2)c1
12	-45	1.9	1.2	CC(=O)c1c(N2CCN(c3ccccc3)CC2)nc(=S)n(-c2ccccc2)c1C
13	-85	x	x	O=C(NCc1ccco1)C(=O)c1cn(CC(=O)N2CCCC2)c2ccccc12
14	-7	x	x	Cc1cc(=O)n(-c2ccccc2Cl)[nH]1
15	31	x	x	Cc1ccc(C(CC(=O)c2ccc(Cl)cc2)C(=O)O)cc1 (stereo not drawn)
16	-33	0.17	-0.52	C/C(=N\NC(=O)c1ccc(Cn2cc(Br)cn2)o1)c1cccc(NC(=O)C(C)C)c1
17	-3	-0.8	-0.69	O=C(Nc1ccc(Cl)cc1Cl)C1=Cc2ccccc2OC1
18	x	0.99	0.91	COc1ccc(Cc2nnc(N/N=C/c3ccccc3O)[nH]c2=O)cc1OC
19	6	1.8	2.2	CC(NC(=O)OC(C)(C)C)C(=O)N1CCCC1C(=O)NC(Cc1ccccc1)C(N)=O (stereo not drawn)
20	-88	1.1	0.97	CCOC(=O)C(C(=O)OCC)C(CC(=O)C1CC1)c1ccccc1 (stereo not drawn)
21	x	-1.3	-0.76	Cc1cccc(OCCNC(=O)c2ccc(Oc3ccc(C(F)(F)F)cc3[N+](=O)[O-])cc2)c1
22	x	1.6	0.81	CCOc1cc(NC(=O)c2ccco2)c(OCC)cc1NC(=O)CCC(=O)NCc1cccnc1
23	x	-0.13	-1.1	COC(=O)Nc1ccc2c(c1)ncn2C1CCCCC1
24	39	0.87	0.53	Cc1cc(C(=O)NCc2ccccc2)no1
25	-13	-0.12	-0.13	Cc1ccc(C(=O)N/C(=C/C=C/c2ccccc2)C(=O)NCc2ccco2)cc1

Reformatted with one line to a screen: part of the list above.
7) O=c1c2ccccc2n(Cc2cccc(F)c2)c(=O)n1C1CCCC1
8) CC(C)(C)C1CCC2(CC1)NC(=S)N(c1ccccc1)N2 (stereo not drawn)

Screen / compound no.,7,8
Insulin prom inh,x,-288
SDO1 yeast rescue,-0.94,-2
SDO1 yeast rescue Rescue 24 h,-0.5,-1.2

Continued.
No.	Insulin prom inh	SDO1 yeast rescue	SDO1 yeast rescue Rescue 24 h	structure
26	x	-1.8	-1.6	Cc1cc(C)c2cc(CN(Cc3nnnn3C3CCCCC3)CC3CCCO3)c(=O)[nH]c2c1 (stereo not drawn)
27	20	-1.4	-0.6	CCN1C(=O)/C(=C/N(C)c2ccccc2)OC1=S
28	x	0.13	-0.52	CCOC(=O)N/C(N)=N/c1nc2ccccc2s1
29	-20	-1.1	-0.81	CC(NC(=O)Nc1ccc(Cl)c(Cl)c1)C(c1ccccc1)N1CCOCC1 (stereo not drawn)
30	-23	-1.9	-1.6	Cc1nc2cc(NS(=O)(=O)c3c(C)c(C)cc(C)c3C)ccc2s1
31	-80	-0.88	-1.5	COc1ccc(-n2ccnc2SCC(=O)NCc2ccc3c(c2)OCO3)cc1
32	5	-0.59	-0.86	Cc1nc2scc(-c3cccs3)c2c(=O)[nH]1
33	-25	0.29	0.07	O=C(Nc1ccccc1C(=O)N1CCCCC1)c1cccc(S(=O)(=O)N2CCOCC2)c1
34	-186	-1	0.2	COc1cc(OC)cc(-c2nc(-c3ccccc3OC)no2)c1
35	36	x	x	O=C(Nc1nnc(-c2ccc3c(c2)CCCC3)o1)c1c(F)cccc1F
36	0	0.69	0	Cn1c(=O)c2c(ncn2CC(=O)N2CCCc3ccccc32)n(C)c1=O
37	41	0.25	-0.97	CCOC(=O)c1ccc(NC(=O)CCNc2c(N3CCCC3)c(=O)c2=O)cc1
38	x	0.17	0.16	c1ccc(-n2nnnc2SCc2cn3cccnc3n2)cc1
39	x	0.2	-0.62	CCOC(=O)N1CCN(c2c(NCc3ccccn3)c(=O)c2=O)CC1
40	-5	1.4	1.2	CCSc1nc(-c2ccccc2)c(C#N)c(=O)[nH]1
41	x	0.05	0.11	COc1ccc(C2CC(=O)N3CN(Cc4ccco4)CSC3=C2C#N)cc1 (stereo not drawn)
42	-59	x	x	Cc1ccc([N+](=O)[O-])cc1S(=O)(=O)N1CCCCC1C(=O)O (stereo not drawn)
43	x	0.43	0.45	CCOC(=O)Cc1csc(NC(=O)CN(C)S(=O)(=O)c2cccc3cccnc23)n1
44	x	1.3	2.2	O=C(NCc1cccs1)c1noc2c1CCCCC2
45	-7	0.52	-0.36	COc1cccc(C2Nc3ccccc3C(=O)N2O)c1O (stereo not drawn)
46	18	0.6	0.77	O=C(CN1CCOCC1)Nc1ccc(Br)cn1
47	-129	0.66	0.23	OC(COCc1ccco1)CN1CCN(C(c2ccccc2)c2ccccc2)CC1 (stereo not drawn)
48	x	-0.43	-0.22	CSc1nc2ccc3nc(NC(=O)C4COc5ccccc5O4)sc3c2s1 (stereo not drawn)
49	54	x	x	CCOc1ccc(/C=N/NC(=O)CN2CCCCCCC2)cc1
50	-8	-0.82	-0.43	Cc1ccc(/C=C2/C(=O)N(c3ccccc3)C(=S)N2C)o1
51	19	0.19	-0.39	CC(/C=C1\N=C(SCc2ccccc2)SC1=O)=C\c1ccccc1
52	19	-0.4	-0.41	COCCN1C(=O)N[C@H](c2cccc(C(F)(F)F)c2)C(C(=O)OC)=C1C
53	-45	x	x	Cc1cccc(N2C(=O)/C(=C\c3ccc(C(=O)O)cc3)c3ccccc3C2=O)c1
54	7	x	x	CC(C)(C(=O)c1ccccc1)/[N+]([O-])=C/c1ccc(Br)cc1
55	-18	-1.3	-0.69	Cn1nc(C(F)(F)F)c2cc(C(=O)Nc3ccc(Cl)cc3)sc21
56	x	0.19	-0.36	CC(C)CC(NC(=O)C1CCCN1C(=O)OC(C)(C)C)C(=O)NCC(N)=O (stereo not drawn)
57	45	x	x	N#C/C(=C\c1ccco1)C(=O)NCc1ccccc1
58	35	0.43	0.3	COc1ccc(-c2csc(N(Cc3ccccc3)C(=O)COc3ccc(Cl)cc3)n2)cc1
59	x	-0.63	-0.65	Cc1ccccc1NC(=O)C(c1ccccc1)C1CCCC1 (stereo not drawn)
60	x	0.15	-0.66	Cc1ccc(/C=C(\C#N)C(=O)NCC2CCCO2)o1 (stereo not drawn)
61	49	-0.01	1	COc1cccc(C(=O)Nc2cc3c(cc2C(C)=O)OCCO3)c1
62	12	0.69	1.4	CCC(=O)Nc1nc(CC(=O)Nc2ccccc2OC)cs1
63	17	-0.96	-1.5	CCCCc1ccc(/C=C2/C(=O)ON=C2c2ccccc2)s1
64	-26	0.58	-0.03	COc1ccnc(NCc2cccnc2)c1C#N
65	-14	x	x	Cc1cccc(NC(=O)c2cc([N+](=O)[O-])ccc2Cl)c1O
66	41	0.5	-0.1	O=C1Nc2ccccc2N(O)N1c1cc(-c2cccc(Cl)c2)no1
67	64	0.01	-1.4	Nc1nnc(-c2ccncc2)s1
68	x	0.94	1.4	Cc1ccc(C(=O)NC2CC(C)(C)NC(C)(C)C2)cc1C
69	x	-0.1	-0.64	O=C(CCN1C(=O)COc2ccccc21)NCCN1CCN(c2ccccc2F)CC1
70	-262	x	x	CCOC(=O)N1CCN(C(=O)CSc2nnc(-c3ccc(Cl)s3)o2)CC1
71	0	x	x	CCC(C)NC(=O)C(=O)NCC1CCCN1CC (stereo not drawn)
72	0	x	x	CCN(CC)S(=O)(=O)c1ccc(Cl)c(NC(=O)COC(=O)c2ccc(O)cc2)c1
73	24	-0.54	-0.86	CCOC(=O)C(=CNc1cccc(N)n1)C(=O)OCC
74	0	-0.05	1.2	CCN=C1SC(C(=O)Nc2cccc(Br)c2)CC(=O)N1CC (stereo not drawn)
75	-25	x	x	Cc1ccccc1-n1c(SCC(=O)N(C)C2CCS(=O)(=O)C2)nnc1-c1ccncc1 (stereo not drawn)

Additional structures
No.	Insulin prom inh	SDO1 yeast rescue	SDO1 yeast rescue Rescue 24 h	structure
76	-150	-1	-0.48	O=C(Nc1ccccc1)Nc1ccc2snnc2c1
77	-20	-0.59	-0.44	CCc1c(C)sc(NC(=O)c2cccs2)c1C(N)=O
78	x	-0.8	0.85	COC(=O)c1ccccc1NC(=O)c1cc([N+](=O)[O-])nn1Cc1ccccc1
79	33	x	x	Cc1cccc(C)c1NC(=S)N(CCCN1CCCCC1)Cc1ccco1
80	-7	0.13	1.8	COc1cc(/C=C(\C#N)c2ccccn2)ccc1OCC(=O)Nc1ccc(Br)cc1
81	6	x	x	COC(=O)C(C)Sc1ccc2nnc(-c3ccccc3)n2n1 (stereo not drawn)
82	0	x	x	COc1ccc(C(=O)NNC(=O)c2ccc(S(=O)(=O)N3CC(C)OC(C)C3)cc2)cc1 (stereo not drawn)
83	x	0.58	0.2	O=C(NC1CCCCC1)C(c1ccccc1)N1CCc2ccccc21 (stereo not drawn)
84	-3	-0.1	-0.73	CN(CC(O)COc1ccc(OCC(O)CN(C)C2CCCCC2)cc1)C1CCCCC1 (stereo not drawn)
85	0	-0.94	-0.24	O=C(Nc1nc(-c2ccccc2Cl)cs1)c1cccnc1
86	0	0.8	0.67	O=C1NCCCC1C(=O)Nc1cccc(C(F)(F)F)c1 (stereo not drawn)
87	-16	-0.28	-0.2	CCN(CC)S(=O)(=O)c1cc(C(=O)Nc2nncs2)c(Cl)cc1Cl
88	-10	-0.79	-0.21	O=C(CNS(=O)(=O)c1c(Cl)cccc1Cl)OCc1csc(-c2ccccc2)n1
89	x	0.46	-0.64	Cn1cc(S(=O)(=O)N2CCc3ccccc3C2)c(=O)n(C)c1=O
90	-25	x	x	C/C(=N\Nc1ccccn1)c1ccc(N2CCOCC2)cc1
91	-7	-0.32	0.02	Nc1nc(Cl)nc(N(c2ccccc2)c2ccccc2)n1
92	x	1.6	-0.13	COC(=O)C1=CN(C)C=C(C(=O)OC)C1c1ccc(O)c(OC)c1
93	-33	0.97	0.09	Cc1ccc(/C=N/NC(=O)Cc2cccn2C)s1
94	-27	0.24	0.04	CCOC(=O)N1CCC(NC(=O)c2ccc3nc4ccccc4c(=O)n3c2)CC1
95	0	-0.41	0.64	CC(=O)Oc1ccc(C(=O)Cc2ccc3ccccc3n2)c(O)c1C
96	-23	-0.34	-0.02	CN1CCN(S(=O)(=O)c2ccc(NC(=S)NC(=O)C3CCC3)cc2)CC1
97	x	-1.2	-0.62	O=C(N/N=C/c1ccco1)c1cc(-c2ccc3ccccc3c2)n[nH]1
98	-33	x	x	COC(=O)c1ccccc1NC(=O)CSc1nccc(C)n1
99	22	0.19	0.19	C/C(N)=C(/C#N)C(=O)COC(=O)CCSc1ccccc1Cl
100	x	0.67	0.05	COc1ccc(C2(O)CCN(C(=O)c3c(F)cccc3F)CC2)cc1
101	2	-0.32	-0.24	Cc1ccc(/C=C(\CCC(=O)O)c2nc3ccccc3s2)cc1[N+](=O)[O-]
102	-14	1.1	0.43	Cc1cc(N2C(=O)CC(Cc3ccc(Cl)cc3)C2=O)no1 (stereo not drawn)
103	16	1.8	1.7	Cc1ccc([N+](=O)[O-])cc1S(=O)(=O)N1CCCC1
104	-55	x	x	CCOC(=O)C1=C(CC)Nc2ccccc2N=C1NC(=O)CCN1C(=O)C2CCCCC2C1=O (stereo not drawn)
